Source: PubChem BioAssay (National Center for Advancing Translational Sciences (NCATS))
CCT modulator – cytosolic chaperonin activity modulation. AID 651819. activity change, % (concentration not given with the values), hits read low. 360,000 compounds, 0.3% hits. purified chaperonin ATPase assay, HTRF ADP detection, 30 min; in the data active = activity change below about -30%; note: % is set by controls: 0 for no effect and ±100 for the full control effect
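Nucleotide hydrolysis assay: TRiC at 20–40 nM final (set by batch activity) with 10 uM ATP, 30 min at 37 °C, in presence of 76 uM compound. Detection by competitive ADP HTRF, 30 min ambient.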
MmCpn inh – M. maripaludis TRiC chaperonin inhibition | Potency, µM (titrated, usually from 76.9 µM), inactives show at the highest dose activity, negative = inhibition, usual class: inhibitors | 330,000 compounds, 0.031% hits | AID 504842 | purified Mm-Cpn ATPase, ADP Transcreener TR-FRET; note: potency is the fitted concentration of half-maximal effect; % is set by controls: 0 for no effect and ±100 for the full control effect; nearly all actives have a fitted effect of over 80% in size
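Compound-treated chaperonin, 25 nM final, turns over 10 uM ATP at 37°C for 30 min following a 10 min preincubation; ADP generated competes with ADP-d2 for Eu-cryptate antibody, lowering FRET.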
EPAC1 antagonist – blocks human EPAC1 exchange factor | Potency, µM (doses to about 115 µM), for the others: at the top dose activity change, negative = inhibition, actives largely listed as inhibitors | 360,000 compounds, 0.14% hits | O95398 | AID 720709 | EPAC1 GEF assay, Rap1b-BODIPY-GDP exchange fluorescence;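 note: potency is the fitted concentration of half-maximal effect; plate controls were vehicle for no effect and positive control for full effect; nearly all actives have a fitted effect of over 50% in size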
PLK1 PBD inh – PLK1 (human) polo-box domain binding inhibition; P53350; Plk1 PBD binding of FITC phosphopeptide, fluorescence polarization; Potency, µM, inactives show max response, negative = inhibition, most hits filed as inhibitors; 360,000 compounds, 2.8% hits; AID 720504; note: potency is the fitted concentration of half-maximal effect; series mostly up to about 57 µM; % is set by controls: 0 for no effect and ±100 for the full control effect; nearly all actives have a fitted effect of over 65% in size
EPAC1 ag – agonists of human EPAC1. O95398. EPAC1 agonist qHTS, biochemical assay; response scale: 100% = response to 6.5 mM cAMP. Potency, µM (top dose mostly 154 µM), for inactives: top-dose activation, most hits filed as activators. 360,000 compounds, 0.073% hits; note: potency is the fitted concentration of half-maximal effect; nearly all actives have a fitted effect of over 60% in size
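Normalized to 6.5 mM cAMP, activity reflects EPAC1-catalysed release of BODIPY-GDP from Rap1B, followed kinetically over 30 min at 480 nm excitation, 540 nm emission. Reaction contained 100 nM EPAC1, 250 nM Rap1B-BODIPY-GDP, 50 uM GDP.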
WRN helicase inh – blocks human WRN helicase; Q14191; WRN helicase unwinding, fluorescent forked duplex, kinetic; Potency, µM (titrated, usually from 114 µM), inactives show top-dose activity change, negative = inhibition, most hits filed as inhibitors; 360,000 compounds, 0.46% hits; AID 651768; note: potency is the fitted concentration of half-maximal effect; % is set by controls: 0 for no effect and ±100 for the full control effect; nearly all actives have a fitted effect of over 55% in size
Target sequence (Q14191 whole entry, looked up): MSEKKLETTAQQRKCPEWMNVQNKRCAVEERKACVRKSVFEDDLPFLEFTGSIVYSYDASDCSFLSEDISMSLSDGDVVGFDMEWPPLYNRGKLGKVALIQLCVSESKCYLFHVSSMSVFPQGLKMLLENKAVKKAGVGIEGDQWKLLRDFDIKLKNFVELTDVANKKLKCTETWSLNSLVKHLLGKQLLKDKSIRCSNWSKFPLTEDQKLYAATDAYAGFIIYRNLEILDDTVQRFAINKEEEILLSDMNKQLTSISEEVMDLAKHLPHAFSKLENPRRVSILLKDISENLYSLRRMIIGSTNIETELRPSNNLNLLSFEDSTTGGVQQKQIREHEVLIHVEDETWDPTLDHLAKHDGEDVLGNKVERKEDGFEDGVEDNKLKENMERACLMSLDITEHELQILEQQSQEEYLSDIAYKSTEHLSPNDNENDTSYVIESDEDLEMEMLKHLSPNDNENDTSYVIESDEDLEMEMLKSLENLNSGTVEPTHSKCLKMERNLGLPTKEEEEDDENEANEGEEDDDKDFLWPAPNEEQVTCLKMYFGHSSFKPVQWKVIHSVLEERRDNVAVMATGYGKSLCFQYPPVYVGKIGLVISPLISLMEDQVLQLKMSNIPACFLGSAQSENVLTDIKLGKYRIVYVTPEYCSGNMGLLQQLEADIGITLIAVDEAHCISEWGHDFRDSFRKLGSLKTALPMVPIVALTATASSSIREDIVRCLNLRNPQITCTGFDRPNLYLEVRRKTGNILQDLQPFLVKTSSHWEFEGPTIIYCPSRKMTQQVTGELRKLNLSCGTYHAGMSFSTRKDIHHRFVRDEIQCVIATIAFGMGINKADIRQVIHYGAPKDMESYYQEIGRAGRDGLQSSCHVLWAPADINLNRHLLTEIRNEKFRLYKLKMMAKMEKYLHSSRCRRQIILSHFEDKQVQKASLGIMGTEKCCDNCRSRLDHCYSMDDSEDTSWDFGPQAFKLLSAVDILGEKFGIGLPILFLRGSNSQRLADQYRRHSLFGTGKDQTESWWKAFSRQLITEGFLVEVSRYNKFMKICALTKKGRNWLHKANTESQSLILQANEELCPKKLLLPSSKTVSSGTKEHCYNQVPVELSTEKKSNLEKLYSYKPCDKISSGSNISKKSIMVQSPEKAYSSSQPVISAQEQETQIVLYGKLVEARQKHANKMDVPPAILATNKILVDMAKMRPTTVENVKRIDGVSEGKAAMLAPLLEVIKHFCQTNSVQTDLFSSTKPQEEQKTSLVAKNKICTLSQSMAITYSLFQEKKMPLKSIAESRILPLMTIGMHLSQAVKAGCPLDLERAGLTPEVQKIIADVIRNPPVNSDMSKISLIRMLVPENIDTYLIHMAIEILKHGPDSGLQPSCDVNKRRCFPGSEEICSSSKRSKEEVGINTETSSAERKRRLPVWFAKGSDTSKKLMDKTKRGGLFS
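Kinetic red-fluorescence monitoring (525/598 nm) tracks WRN helicase activity after 100 nM fluorophore-quencher forked duplex and 2 mM ATP are added to 20 nM enzyme pretreated 15 min at room temperature with compound.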
EPAC2 antagonist – blocks human EPAC2 exchange factor. EPAC2 GEF exchange of Rap1B-BODIPY-GDP, fluorescence. AID 720708. Q8WZA2. 360,000 compounds, 0.18% hits. Potency, µM (doses to about 114 µM), without a hit: at the highest dose activity, negative = inhibition, usual class: inhibitors; note: potency is the fitted concentration of half-maximal effect; % is set by controls: 0 for no effect and ±100 for the full control effect; nearly all actives have a fitted effect of over 45% in size; many of its hits are not listed in these tables
PI5P4Ka inh – PI5P4K alpha (human) kinase inhibition. PI5P4Kalpha enzyme, ADP-Glo luminescence, 60 min; active compounds read low. max response, %. 330,000 compounds, 1.2% hits. AID 652105; active = max response of -50% or lower; inconclusive = between -30% and -50%; inactive = -30% or higher; note: value at the top dose of about 77 µM; % is set by controls: 0 for no effect and ±100 for the full control effect
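Enzyme plus substrate dispensed, test compounds pinned in, then ATP (5 microM final) added. After 60 min at RT, ADP-Glo reagent 1 for 45 min and reagent 2 for 30 min preceded luminescence imaging.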
Starred values were filed as active, the others as inactive; ? = inconclusive; · = no result given; [ ] = remark or other dose. Unless noted, calls come from the whole dose curve; as a rule, active = well fitted curve in the direction sought with a large enough effect; inconclusive = small, poorly fitted or top-dose-only effect, or another doubt; inactive = no such curve, though single readings can be large; an effect the other way counts as inactive or inconclusive. Only part of the results is shown; rates above refer to the full screens.

Second line of a record – CCT modulator | MmCpn inh | EPAC1 antagonist | PLK1 PBD inh | EPAC1 ag | WRN helicase inh | EPAC2 antagonist | PI5P4Ka inh
1. COc1cccc(Oc2c(C)oc3c(CN4CCCC4)c(O)ccc3c2=O)c1
  2.7 | -11% | 8% | -3% | -5% | -6% | -1% | 0
2. N#Cc1c(/N=C/c2cccnc2)sc2c1CCCC2
  0.4 | -5% | -3% | -12% | 2% | 2% | -10% | 0
3. NC(=O)c1ccc(NCCc2ccccc2)c([N+](=O)[O-])c1
  -0.7 | 2% | -16% | 0% | -9% | -4% | -8% | -28
4. CCNC(=S)NC1CC2CCCC(C1)N2CCc1ccccc1 (configuration not stated)
  -1.3 | 1% | 6% | -8% | 8% | 4% | -8% | -4
5. CS(=O)(=O)c1sc(C#N)c2c1C(=O)CC(c1ccccc1)C2 (configuration not stated)
  -0.8 | -24% | ? | 5.3µM* | -18% | 40µM* | -14% | -3
6. COC(=O)c1ccccc1N1C(=O)[C@@H]2C(c3ccc(Br)cc3)=NO[C@@H]2C1=O
  -3.3 | -5% | -7% | -28% | -4% | 0% | -4% | 3
7. COc1ccccc1Cn1c(=S)[nH]c2ccc(F)cc2c1=O
  1.1 | -24% | -6% | -23% | -5% | 7% | -11% | 2
8. Cc1nnc(SCC(=O)Nc2ccccc2F)n(N)c1=O
  0.6 | -1% | -6% | 10% | -11% | 5% | -3% | -2
9. O=C1CCN(Cc2ccc([N+](=O)[O-])cc2)CCN1[C@H](CO)Cc1ccccc1
  0.5 | 4% | 8% | -1% | -15% | 14% | -5% | 0
10. O=C(Nc1ccnn1C1CCN(Cc2cccnc2)CC1)c1ccccc1Cl
  -0.6 | 0% | 2% | 1% | 6% | -23% | 8% | 7
11. CCCn1c(SCC(=O)NC2CCCCC2)nnc1-c1ccncc1
  -1.1 | 0% | -10% | 24µM* | 3% | 13% | -7% | 1
12. COC(=O)c1ccc(C2NC(=O)c3c(sc(C)c3C)N2)cc1 (configuration not stated)
  -1.9 | -1% | 7% | 27µM* | 2% | 6% | 0% | -15
13. C#CCNC(=O)c1csc([C@@H]2O[C@H](CO)[C@@H](O)[C@H]2O)n1
  0.3 | · | -5% | 0% | -18% | 8% | 13% | 1
14. COc1ccc(C2N(C(=O)c3ccccc3)CCN2C(=O)c2ccc(C)cc2)cc1 (configuration not stated)
  -1.0 | 0% | 6% | -6% | 17% | 4% | -2% | ·
15. O=C(CSc1nnc(-c2ccccc2F)n1C1CC1)Nc1cccnc1Cl
  0.6 | 2% | 7% | -5% | -2% | 4% | 7% | -5
16. COc1ccc(/C=N/NC(=O)CNC(=O)/C=C/c2ccccc2OC)cc1
  -5.9 | 5% | -24% | -18% | 3% | 4% | -2% | -13
17. COCCCNS(=O)(=O)c1ccc(OC)c(Cl)c1Cl
  -0.3 | -2% | 15% | -12% | 10% | -5% | 5% | ·
18. O=C(COc1ccc2oc(-c3ccccc3)cc(=O)c2c1)Nc1ccccc1
  -7.9 | 0% | 13% | -17% | 8% | -2% | -3% | 6
19. CC[C@H](C)[C@@H](CNC)NC[C@@H](Cc1ccc(O)cc1)NCC(C)(C)C
  -0.5 | 0% | -3% | -8% | -1% | 6% | 17% | -3
20. Cc1ccc(-n2nc(C)cc2N)c(C)c1
  -0.5 | -5% | 11% | 1% | 1% | -7% | 0% | 3

Profiles, quoted from the list. Values in the order: CCT modulator, MmCpn inh, EPAC1 antagonist, PLK1 PBD inh, EPAC1 ag, WRN helicase inh, EPAC2 antagonist, PI5P4Ka inh
Entry for `COC(=O)c1ccccc1N1C(=O)[C@@H]2C(c3ccc(Br)cc3)=NO[C@@H]2C1=O` → -3.3, -5%, -7%, -28%, -4%, 0%, -4%, 3
Entry for `NC(=O)c1ccc(NCCc2ccccc2)c([N+](=O)[O-])c1` → -0.7, 2%, -16%, 0%, -9%, -4%, -8%, -28

Other records follow:
Second line of a record – CCT modulator | MmCpn inh | EPAC1 antagonist | PLK1 PBD inh | EPAC1 ag | WRN helicase inh | EPAC2 antagonist | PI5P4Ka inh
21. COc1ccc(Cn2nnnc2CN(Cc2cc3cccc(C)c3[nH]c2=O)C2CCCC2)cc1
  -3.1 | -2% | 17% | 2% | -4% | -16%[57.1 µM] | 1% | ·
22. Cc1cc(NC(=O)CSc2nc3ccccc3n2CCC#N)no1
  -4.0 | 0% | -26% | -13% | 6% | 5% | 0% | -1
23. O=C1c2ccccc2C(=O)c2c1ccc(C(=O)N1CCCCC1)c2NCCO
  -5.2 | 1% | 3% | -5% | -1% | -7% | -17% | 2
24. CCN(CC)CCN1C(=O)C(=O)/C(=C(/O)c2c(C)[nH]c(C(=O)OC)c2C)C1c1cccc(OC)c1 (configuration not stated)
  -1.0 | 2% | 0% | -10% | 7% | -2% | -4% | -1
25. COCCN1C(=O)c2oc3ccccc3c(=O)c2C1c1ccc(OC)c(OC)c1 (configuration not stated)
  0.1 | 2% | -15% | -4% | -5% | ? | 2% | ?
26. Cc1ccc(C(=O)N2CC3(C(C)C)CN(C(=O)c4ccc(C)cc4)CC(C(C)C)(C2)C3=O)cc1
  1.2 | 3% | -2% | -3% | 8% | 6% | 6% | 10
27. CCOC(=O)c1ccccc1NC(=O)Cn1c(=O)n(Cc2ccccc2)c(=O)c2c(C)c(C)sc21
  2.3 | 2% | -7% | -3% | -2% | 3% | 5% | 6
28. CCOC(=O)c1c(NC(=O)CC2SC(N)=NC2=O)sc(C)c1C (configuration not stated)
  -1.8 | -5% | -28% | -17% | 4% | -6% | 1% | 0
29. COC(=O)CSc1cnc2ccccc2n1
  0.9 | · | 4% | -7% | -1% | 8% | 14% | -5
30. O=C(CCN1CCN(S(=O)(=O)c2cccc([N+](=O)[O-])c2)CC1)Nc1ccccc1F
  -1.8 | -16% | -23% | 27µM* | -11% | -5% | -1% | -13
31. CCCCc1nnc(NC(=O)C2CCCO2)s1 (configuration not stated)
  -0.9 | 1% | -2% | -10% | 7% | -4% | -1% | ·
32. Cc1cc2c(cc1C)NC(=O)C(C)CN2 (configuration not stated)
  -2.4 | · | 0% | -13% | -4% | 2% | 0% | -22
33. COc1ccccc1CC(=O)NCC(c1ccco1)N1CCCCC1 (configuration not stated)
  -2.4 | 2% | 1% | -12% | 11% | 1% | 7% | -8
34. O=C(Nc1ccc(S(=O)(=O)Nc2cnc3ccccc3n2)cc1)c1ccccc1Br
  -2.0 | -1% | 3% | -5% | -3% | -17% | 4% | -14
35. O=C(Nc1ccc(C(=O)N2CCOCC2)cc1)Nc1ccc(Cl)cc1Cl
  1.0 | -1% | -7% | 0% | 1% | 6% | -10% | -4
36. COc1ccc(Nc2ccccc2C(=O)O)cc1
  -0.4 | -4% | -31% | -8% | -4% | -9% | -16% | -64*
37. COc1cc(C2Nc3ccccc3C(=O)N2c2ccc3c(c2)OCCO3)ccc1OCC(C)C (configuration not stated)
  -1.1 | -3% | -2% | 1% | -3% | -4% | -2% | 14
38. COc1ccc(NS(=O)(=O)c2cccc(C(=O)NNC(=O)c3ccc(O)c(Cl)c3)c2)cc1
  -3.6 | 2% | -18% | -11% | -2% | -7% | 9% | -7
39. CCC(=O)Nc1ccc(-c2ccc(N3CCCCC3)nn2)cc1
  -0.1 | -3% | 13% | 1% | -3% | 0%[57.1 µM] | 0% | -4
40. Cc1ccc(S(=O)(=O)N2CCOCC2)cc1C(=O)NCCCN1CCCC1=O
  -0.9 | · | 12% | 0% | -9% | 12% | -3% | -1

New compounds follow
Second line of a record – CCT modulator | MmCpn inh | EPAC1 antagonist | PLK1 PBD inh | EPAC1 ag | WRN helicase inh | EPAC2 antagonist | PI5P4Ka inh
41. CCOc1ccc(C2C(C#N)=C(N)Oc3nc[nH]c(=O)c32)cc1 (configuration not stated)
  -2.9 | -1% | 24% | -28% | 8% | 0% | -3% | -3
42. c1ccc2c(c1)CCN(C1CCCCC1)C2
  -1.6 | -2% | -3% | -11% | 6% | 4% | 9% | 1
43. CC(C)CCOc1ccc(C2=NNC(=O)CC2)cc1
  0.2 | 0% | -20% | -2% | -6% | -13%[57.1 µM] | 0% | 0
44. CC(C)c1ccc(/C=N/Nc2cc(N3CCOCC3)nc(N3CCOCC3)n2)cc1
  -0.8 | -2% | 6% | -4% | 14% | -30%[57.1 µM] | -3% | -1
45. O=C(O)c1ccc(Nc2nc3ccccc3nc2NS(=O)(=O)c2cccs2)cc1
  -1.2 | -5% | ? | ? | 0% | 0% | -4% | ?
46. CCCN(CC(=O)Nc1ccccc1C)C(=O)c1ccc(-c2ccc([N+](=O)[O-])cc2)o1
  1.1 | -1% | -27% | ? | -8% | -14% | -27% | -15
47. Cc1nn(-c2ccc(Cl)cc2)c(Cl)c1/C=C(\C#N)C(N)=O
  -1.1 | 0% | 2% | -19% | -2% | 4% | 1% | 0
48. CC(NC(=O)c1ccco1)C(=O)N1CCN(S(=O)(=O)c2ccccc2C#N)CC1 (configuration not stated)
  -0.2 | -2% | -8% | 7% | 0% | 2% | -6% | 0
49. CCCCc1cc(=O)oc2c(CN(CC)CC)c(O)c(Cl)cc12
  -1.3 | -13% | 0% | -3% | 0% | -8% | -4% | 0
50. COc1ccc2ccccc2c1-c1csc(N)n1
  -0.3 | 0% | 7% | -9% | -3% | -2% | -2% | 4
51. CCNC(=O)/C(C#N)=C/c1c(N2CCCCCC2)nc2c(C)cccn2c1=O
  -1.5 | -1% | -13% | -8% | 7% | 1% | -5% | -6

Filtered by structure: the entries above containing a cyano group (7)
Second line of a record – CCT modulator | MmCpn inh | EPAC1 antagonist | PLK1 PBD inh | EPAC1 ag | WRN helicase inh | EPAC2 antagonist | PI5P4Ka inh
2. N#Cc1c(/N=C/c2cccnc2)sc2c1CCCC2
  0.4 | -5% | -3% | -12% | 2% | 2% | -10% | 0
5. CS(=O)(=O)c1sc(C#N)c2c1C(=O)CC(c1ccccc1)C2 (configuration not stated)
  -0.8 | -24% | ? | 5.3µM* | -18% | 40µM* | -14% | -3
22. Cc1cc(NC(=O)CSc2nc3ccccc3n2CCC#N)no1
  -4.0 | 0% | -26% | -13% | 6% | 5% | 0% | -1
41. CCOc1ccc(C2C(C#N)=C(N)Oc3nc[nH]c(=O)c32)cc1 (configuration not stated)
  -2.9 | -1% | 24% | -28% | 8% | 0% | -3% | -3
47. Cc1nn(-c2ccc(Cl)cc2)c(Cl)c1/C=C(\C#N)C(N)=O
  -1.1 | 0% | 2% | -19% | -2% | 4% | 1% | 0
48. CC(NC(=O)c1ccco1)C(=O)N1CCN(S(=O)(=O)c2ccccc2C#N)CC1 (configuration not stated)
  -0.2 | -2% | -8% | 7% | 0% | 2% | -6% | 0
51. CCNC(=O)/C(C#N)=C/c1c(N2CCCCCC2)nc2c(C)cccn2c1=O
  -1.5 | -1% | -13% | -8% | 7% | 1% | -5% | -6
